# PriA SSB inh: inhibitors of Klebsiella pneumoniae PriA binding to SSB C-terminal tail; AlphaScreen SSBct-PriA binding, biotinylated peptide; inhibition, % at 33 µM; 430,000 tested, 0.6% active; AID 1272365; in the data active means inhibition mostly above about 37%, no sharp cut-off; inactive means mostly below about 20%;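 further: plate controls were negative control peptide for no effect and reference peptide for full effect; strong numbers were not always called active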
# * hit, by the source's call; i = inactive; & = joins results of further samples.
SMILES | PriA SSB inh
COc1ccc(Cl)c2sc(N3CCN(C(=O)c4ccc(F)cc4)CC3)nc12 | -8
Cc1cc(NC(=O)C(=O)NCC2CCN(C3CCCC3)CC2)no1 | -1
O=C(O)/C=C/c1nc2ccccc2s1 | -1
O=C(NCCn1ncc2c(N3CCOCC3)ncnc21)c1cc2ccccc2o1 | 4
Cc1nc2nc[nH]n2c(=O)c1CCC(=O)O | -5
C#CCOc1c(Br)cc(C=NO)cc1OCC | -14
NC(=NOC(=O)c1ccc2ccccc2c1)c1ccccc1Cl | -13
Cc1csc(NC(=O)CSc2c(C)cnc3c2c(=O)n(C)c(=O)n3C)n1 | -15
Cc1ccc2nc(NC(=O)c3ccccc3C(=O)O)sc2c1 | 1
COc1cccc2cc(-c3nnc(NC(=O)c4cc(Cl)ccc4Cl)o3)oc12 | 23
CN(C)c1ccc(/C=N\n2cnnc2)cc1 | -3
CCOc1ccc(S(=O)(=O)Nc2ccc3c(c2)OCC(C)(C)C(=O)N3CCC(C)C)cc1F | -8
O=c1c2oc3ccccc3c2nc(SCc2nc(-c3ccc(Cl)cc3)no2)n1C1CCCC1 | -20
NN=C(Cc1nc2ccccc2[nH]1)c1ccc([N+](=O)[O-])cc1 | 21
O=C(NCCC1=CCCCC1)c1cc(OCc2ccccc2)no1 | -52
Cc1cc(C)cc(NC(N)=Nc2nc(C)cc(C)n2)c1 | 1
CC1(C)CC(=O)CC(=NNC(=S)NCc2ccccc2)C1 | 6
Cc1nc2sc(-c3ccccc3)cc2c(=S)[nH]1 | 8
Cc1nc2scc(-c3ccco3)c2c(=O)n1N=CN(C)C | -4
O=c1ccc(-c2ccncc2)nn1CCCNS(=O)(=O)c1ccc2c(c1)CCCC2 | -14
CCOC(=O)C(=CNc1nnc(C)s1)C(=O)OCC | -3
CSc1ccc(Cc2nnc(NC(=O)CCCS(=O)(=O)c3ccc(F)cc3)o2)cc1 | -3&1
O=C(NN=Cc1ccc2c(c1)OCO2)c1ccc(Cn2cc([N+](=O)[O-])cn2)o1 | 13
COc1ccccc1N1CCN(C(=O)CC2CSc3ncc(C)c(=O)n32)CC1 (stereo not drawn) | -6
CCCS(=O)(=O)NCCn1ccc(-c2ccsc2)n1 | -22
CCCc1c(C(=O)NN=Cc2cccc(OCc3ccc(F)cc3)c2)nnn1-c1nonc1N | -8
COc1cc(OC)cc(C(=O)Nc2nc(CC(=O)N3CCN(Cc4ccccc4)CC3)cs2)c1 | -5&38
O=C(c1cccc2ccccc12)N1CCC2(CC1)OCCS2 | -14
O=S(=O)(c1ccc(C(F)(F)F)cc1)N(CCc1cccs1)C1CC1 | -17
COc1ccc(-c2cc3c(SCC(=O)Nc4nccs4)nccn3n2)cc1 | -10

# In a second layout: entries from further up
O=c1c2oc3ccccc3c2nc(SCc2nc(-c3ccc(Cl)cc3)no2)n1C1CCCC1
  PriA SSB inh: -20
NN=C(Cc1nc2ccccc2[nH]1)c1ccc([N+](=O)[O-])cc1
  PriA SSB inh: 21
O=C(NCCC1=CCCCC1)c1cc(OCc2ccccc2)no1
  PriA SSB inh: -52
Cc1cc(C)cc(NC(N)=Nc2nc(C)cc(C)n2)c1
  PriA SSB inh: 1

# (more compounds)
SMILES | PriA SSB inh
COC(=O)c1ccc(C(=O)NCCc2ccoc2)cc1 | 9
O=C(Cn1ccc2ccccc21)N1CCN(c2ccccc2Cl)CC1 | -16
O=C(Nc1nc(-c2ccccc2)c(-c2ccccc2)s1)c1ccc(C(=O)Nc2nc(-c3ccccc3)c(-c3ccccc3)s2)s1 | -2
COc1ccccc1-c1cc(=O)c2cc(NC(=O)c3ccccn3)ccc2o1 | -4
Cn1cc(C(O)CNC(=O)CCc2ccc(C(F)(F)F)cc2)c2ccccc21 (stereo not drawn) | 21
O=c1[nH]nc(CC2CCCN(S(=O)(=O)N3CCOCC3)C2)n1-c1ccccc1F (stereo not drawn) | -1
O=C(Cc1ccccc1Cl)NCC1CCN(c2cnccn2)CC1 | -1
CCOc1ccc(-c2noc(-c3ccc(CS(=O)(=O)c4ccccc4)o3)n2)cc1OC | -7
Cc1nc2ccccc2c(=O)n1N=Cc1ccc(C(C)C)cc1 | -6
O=C(NCCn1nc(-c2ccco2)ccc1=O)Nc1cccc(C(F)(F)F)c1 | 6
CC(=O)C(=NNc1cccc(Cl)c1)Sc1nnc(C(O)c2ccccc2)n1-c1ccccc1 (stereo not drawn) | -4
Cc1nc(-c2ccccc2Cl)sc1CNC(=O)c1ccc(S(N)(=O)=O)cc1 | -22
O=C(CNC(=O)c1ccc(S(=O)(=O)N2CCOCC2)cc1)NNC(=O)Nc1ccc(Cl)cc1 | 5
Cc1cc(C)n2ncc(C(N)=NOC(=O)Nc3ccccc3)c2n1 | -3
C=CCc1cc(OC)ccc1OCC(O)CN1CC(C)CC(C)C1 (stereo not drawn) | -15
Cc1cc(C(=O)Nc2ccc3sc(C)nc3c2)no1 | -9
Cc1ccc(NC(=O)c2ccccc2NC(=O)c2ccno2)c(C(=O)c2ccccc2)c1 | -21
COc1ccc(/C=C2/SC(=NS(=O)(=O)Cc3ccccc3)NC2=O)cc1OC | -2
COc1cc(C(C)=NNC(=O)Cc2c(C)[nH][nH]c2=O)ccc1O | -10
O=C(CNC(=O)c1cccs1)NN=Cc1ccc(Cl)cc1 | -9
O=C(CCC1=NS(=O)(=O)c2ccccc2N1)N1CCCC1 | -9
CCOc1cn(C)c(C(=O)NCc2ccccc2Cl)cc1=O | -3
O=C(NCC(c1cccs1)N1CCOCC1)NC1CCCCC1 (stereo not drawn) | -10
Cc1ccsc1[C@@H]1CC(c2cccs2)=NN1C(=O)c1ccco1 | 9
CCCCC(C)=NNC(=O)C(=O)NCCc1ccccc1 | -5
CCOc1cc(/C=N/NC(=O)c2ccc(NC(=O)CC)cc2)ccc1OC(=O)c1ccccc1 | i
O=C(C1CCCCC1)N(CCn1cccn1)c1nc2ccccc2s1 | -7
CCOC(=O)c1c(-c2ccc(OC)cc2)csc1N | 40*
CC(=O)/C(C#N)=C1/NC(=O)[C@H](Cc2cc(Cl)ccc2Cl)S1 | -16
Cc1cc(Cl)ccc1OCC(=O)NCC(=O)NN=Cc1ccco1 | -7
COc1ccccc1NC(=O)Cn1nc(C(C)C)c2cnn(C(C)(C)C)c2c1=O | 6
COc1cc(OC)c(NC(=O)Nc2cnc(N3CCOCC3)nc2)cc1Cl | -11
CC(=O)NCc1ccc(S(=O)(=O)NN=Cc2ccc(N(C)C)cc2)cc1 | 5
COc1cn(CC(=O)NC[C@H]2CCCO2)c(CN2CCN(C(=O)c3ccco3)CC2)cc1=O | -22
O=C(CS(=O)(=O)c1c[nH]c2ccccc12)Nc1ccc(Br)cc1 | -11&7
COc1ccc(S(=O)(=O)N2CCc3ccccc3C2)cc1C(C)(C)C | -5
C[C@](O)(CNC(=O)c1ccc(OC(F)(F)F)cc1)c1ccco1 | -8
COc1cccc(NC(=O)NCC(c2ccsc2)N(C)C)c1OC (stereo not drawn) | -14
CN(C)Cc1c(C(=O)NN=Cc2ccoc2)nnn1-c1nonc1N | -10
O=C(Cc1csc(Nc2ccccc2)n1)NC1CC1 | -9
Cc1cc(C)nc(SCc2cc(=O)c(OC(=O)c3ccc(S(=O)(=O)N4CCOCC4)cc3)co2)n1 | -2
COc1ccc(Cc2cnc(NC(=O)CCc3ccc(-c4ccc(Cl)cc4)o3)o2)cc1 | -10
O=C(NCCCc1ccccc1)NCCN1CCN(c2ccccc2F)CC1 | 1
O=C(NN=Cc1cccc(O)c1)c1ccc2c(c1)OCCO2 | -7
COc1ccc(N(CC(=O)N2CCc3ccccc32)S(=O)(=O)c2cccnc2)cc1 | 10
O=C(CN1C(=O)c2ccccc2C1=O)Nc1ccc2c(c1)C(=O)Nc1ccccc1O2 | 7
COc1cccc(N2C[C@@H](C(=O)NCc3cc(-c4cccs4)on3)CC2=O)c1 | -14
CSCC[C@](C)(O)CNC(=O)Nc1ccc2c(c1)OCO2 | -14
O=C(Nc1cnn(CC2COc3ccccc3O2)c1)c1cc(-c2ccco2)on1 (stereo not drawn) | -25
COc1ccccc1OCC(=O)NC[C@H]1CCCN1c1ccccc1 | 21
COc1cccc(C(=O)Nc2ccc3c(c2)OCC(C)(C)C(=O)N3)c1OC | 15
CC(C)c1c(C(=O)NN=C/C=C/c2ccccc2)nnn1-c1nonc1N | 4
COc1cc(C(C)=O)ccc1OC[C@@H](O)CN1CCCC1 | -17
COc1ccc(CCS(=O)(=O)NCC2(OC)CCSC2)cc1 (stereo not drawn) | 7
CC1(C)Cc2cccc(OCC(=O)NCc3nn(C4CCCC4)c(=O)c4ccccc34)c2O1 | 2
ClC(Cl)(Cl)c1nc(NN=Cc2ccncc2)c2ccccc2n1 | 2
Nc1nc(SCc2cccnc2)[nH]c(=O)c1NC(=O)c1ccc(F)c(F)c1 | 1
COc1ccc(NC(=O)CSc2cc(N3CCCCC3)ncn2)cc1OC | 7
CC(=O)NC1C(Oc2ccc(Cl)cc2)OC(CO)C(O)C1O (stereo not drawn) | -9
CCN(CC)CCN(C(=O)c1ccc(C(=O)c2ccccc2)cc1)c1nc2c(OC)ccc(OC)c2s1 | 49*

# Next part:
SMILES | PriA SSB inh
O=S(=O)(NCC(c1ccsc1)N1CCc2ccccc2C1)c1cccs1 (stereo not drawn) | -6
C[C@H]1CN(C)CCN1CC1CCN(C(=O)c2ccco2)CC1 | -5
O=C(Nc1ccc2c(c1)N(C(=O)c1ccccc1)CCC2)OCc1ccccc1 | -17&-2
Cc1cc(NC(=O)CSc2nc(-c3ccccc3C)ns2)no1 | -3&1
CN(C)C[C@H]1CSCCCN1S(=O)(=O)c1ccc(OC(F)(F)F)cc1 | -7
Cc1ccc(NC(=NS(=O)(=O)c2cccs2)c2ccccc2)c(C)c1 | -6
CCOC(=O)N1CCN(C(=O)CSc2ccc3nnc(-c4ccc(F)cc4)n3n2)CC1 | -3
Cc1nc(OCC(=O)Nc2cc(C(F)(F)F)ccc2Cl)cc(-n2cccn2)n1 | -13
COc1ccc(CCCc2nnc(SCC(=O)NN=Cc3ccc(O)c(OC)c3)o2)cc1C | -13
O=C(Cc1cc(=O)[nH]c(SCc2ccccc2F)n1)NC1CC1 | -2&4
O=C(NCc1cncc(-c2ccsc2)c1)c1cncc(Br)c1 | 3
CCOC(=O)Cc1csc(NC(=O)CC2CSc3nc4c(c(=O)n32)CCC4)n1 (stereo not drawn) | 5
CCCCOc1ccc(NC(=O)N(CCc2ccccc2)Cc2ccccn2)cc1 | -6
CC(C)(C)C(=O)N1CCc2ccc(NC(=O)C34CC5CC(CC(C5)C3)C4)cc21 | 0
CN(CCO)C[C@H]1COCCN1C(=O)c1ccc2c(c1)OCO2 | -11
COC(=O)C1CCN(C(=O)CCc2csc(NC(=O)NC3CCCCC3)n2)CC1 | 4
O=C(NCCOc1ccc(-c2ccccc2)nn1)c1cccc(Br)c1 | 1
O=C(Nc1nnc(C2CCCCC2)o1)c1ccc2c(c1)CCCC2 | -4
CCOc1ccc(S(=O)(=O)NCC2CCN(Cc3ccccc3)CC2)cc1F | 0
CC(Cn1cnc([N+](=O)[O-])n1)=NNC(=O)c1cccc(F)c1 | -6
O=C(CC(NCc1cccnc1)C(=O)O)Nc1cccnc1 (stereo not drawn) | 4
NC(=NOC(=O)c1ccc(Cl)c(Cl)c1)c1ccccn1 | -5
COc1ccccc1CNC(=O)Cc1csc(Nc2ccc(F)cc2)n1 | 0
CC(C)c1ccc(C=NNc2cc(N3CCOCC3)nc(N3CCOCC3)n2)cc1 | -2
COc1ccc(NC(=O)CN2CCN(c3ccc(C(C)C)cc3)C2=O)cc1Cl | -2
O=C(Nc1ccc(Nc2cc(-n3cccn3)ncn2)cc1)Nc1ccc2c(c1)OCCO2 | -18
CC(=NO)C(=O)NCCN1CCCCC1 | 9
O=C(NN=Cc1sc2ccccc2c1O)c1ccccc1 | 33
NS(=O)(=O)c1ccc(CCNC(=O)CCn2cnc3c([nH]c4ccccc43)c2=O)cc1 | -7
Cc1cccc(NC(=O)NCCOc2ccccc2)c1 | -5
O=C1C(=O)N(Cc2ccncc2)C(c2cccc(O)c2)C1=C(O)c1ccc2c(c1)OCCO2 (stereo not drawn) | -10
Cn1nc(-c2ccccc2)cc1C(=O)N1CCSC(c2ccco2)CC1 (stereo not drawn) | -3
Cc1cc(-c2nc3cccnc3s2)ccc1NS(=O)(=O)c1cc(C(F)(F)F)ccc1Cl | -8
O=S(=O)(Cc1ccc(F)cc1)NCC(c1ccsc1)N1CCc2ccccc2C1 (stereo not drawn) | -15
COc1ccccc1Nc1cc(=O)n(C)c(=O)[nH]1 | 0
Cc1ccc(NC(=O)CCC(=O)NN=Cc2ccc(O)cc2O)cc1 | -7
O=C(Cn1nc(-c2cccc3ccccc23)ccc1=O)Nc1ccc2c(c1)OCCO2 | -3
COc1ccc(CCNC(=O)Cn2c(-c3nnc(CC(C)C)o3)cc3ccccc32)cc1OC | 0
CC(=NN=C(N)SC1CC(=O)N(c2cccc(Cl)c2)C1=O)c1cccs1 (stereo not drawn) | 17
O=C(CN1C(=O)CCC1=O)N1CCOC(Cc2ccccc2)C1 (stereo not drawn) | -41
Cc1ccc2cccc(C(=O)N3CCC(N4CCC(Oc5nccs5)CC4)CC3)c2n1 | -22
Cn1cc(CC(=O)NC2CCN(Cc3ccccc3)CC2)c2ccccc21 | -30
C[C@H](O)Cc1c(C(=O)O)[nH][nH]c1=O | -20
O[C@H](COc1ccc2ccccc2c1Cl)CN1CCN(c2ccccc2F)CC1 | -2
O=C(Cc1cccc2ccccc12)NC[C@@H](c1cccs1)N1CCOCC1 | -11
CCOC(=O)c1cnn(-c2ccc(Cl)nn2)c1N=CN(C)C | -3
O=C(c1cc(=O)c2ccccc2o1)N1CCN(C(=O)c2cnn3c2CCCC3)CC1 | -6
COCCNC(=O)COc1ccc(C)cc1 | -16&-5
CN(N=Cc1ccccc1O)C(=S)c1ccccc1 | 14

# Screening data as filed in PubChem BioAssay.

# Some of the compounds tested; the hit share may differ from the screen's.
